FBPA coupling cs – inhibits coupling enzyme system, counter-screen for aldolase hits; activity change, negative = inhibition, % at 58.2 µM, hits read low; 290,000 compounds, 0.67% hits; AID 2472; coupling enzyme system counterscreen, AmpLite Red fluorescence; in the data active means activity change below about -30%; further: on the % scale 0 is the no-effect control and ±100 the full control effect
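First, compound is pin-transferred into glyceraldehyde-3-phosphate coupling-enzyme reagent at 57.5 uM final and held 10 min at RT. Next, substrate, coupling system and AmpLite Red are added. After 20 min RT, fluorescence (525/598 nm) is read.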
NPC1 prom act – NPC1 promoter activation; Huh7 NPC1 promoter luciferase reporter, 24 h; Potency, µM (series often up to 9.22 µM), for inactives: top-dose activation, actives largely listed as activators; 320,000 compounds, 2.4% hits; AID 485313;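 further: potency means the concentration at half of the fitted maximal effect; % of control where 0% means no effect; nearly all actives have a fitted effect of over 60% in size; reporter is driven by a mutant NPC1 promoter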
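Luminescence read-out of NPC1 promoter-driven luciferase in stably transfected Huh7 cells; compounds delivered in DMSO and left 24 h at 37C, 5% CO2, qHTS titration format.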
RORgamma inh – blocks mouse ROR gamma transcriptional activity; Potency, µM (titrated, usually from 53.6 µM), for inactives: at the highest dose activity change, negative = inhibition, usual class: inhibitors; Drosophila S2 Gal4-RORgamma UAS-luciferase reporter, 20 h; 310,000 compounds, 5.4% hits; AID 2551; further: potency means the concentration at half of the fitted maximal effect; on the % scale 0 is the no-effect control and ±100 the full control effect; nearly all actives have a fitted effect of over 60% in size
Target sequence (P51450 whole entry, looked up, the tested form may be a part): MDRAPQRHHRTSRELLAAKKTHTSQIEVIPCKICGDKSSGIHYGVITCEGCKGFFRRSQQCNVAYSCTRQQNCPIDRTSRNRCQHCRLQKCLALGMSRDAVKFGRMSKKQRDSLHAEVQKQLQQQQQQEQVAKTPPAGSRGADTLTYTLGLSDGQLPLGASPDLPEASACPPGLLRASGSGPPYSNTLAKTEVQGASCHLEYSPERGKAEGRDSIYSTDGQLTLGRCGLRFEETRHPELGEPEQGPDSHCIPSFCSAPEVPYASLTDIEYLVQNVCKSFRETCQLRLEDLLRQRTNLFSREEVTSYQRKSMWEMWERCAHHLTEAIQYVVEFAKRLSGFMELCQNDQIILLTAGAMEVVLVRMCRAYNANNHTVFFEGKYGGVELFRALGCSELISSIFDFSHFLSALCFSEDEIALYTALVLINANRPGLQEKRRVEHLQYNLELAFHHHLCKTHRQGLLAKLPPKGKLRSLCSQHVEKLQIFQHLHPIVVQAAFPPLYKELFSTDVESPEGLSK
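Read-out: Photinus luciferase luminescence; inhibitors lower reporter signal. Insect Schneider cells with Gal4-ROR gamma fusion under metallothionein promoter, UAS reporter; 700 uM final copper sulfate induction, 20 hr, ambient temperature.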
uPA surface inh – blocks generation of uPA at the cell surface; cell surface uPA generation assay, qHTS; Potency, µM (doses to about 38.3 µM), without a hit: at the highest dose activity change, negative = inhibition, most hits filed as inhibitors; 330,000 compounds, 0.31% hits; AID 540303; active means well fitted inhibition curve with a large enough effect; inconclusive means small, poorly fitted or top-dose-only effect; inactive means no such curve, though single readings can be large or run the other way; tested in mouse RAW 264.7 cells; further: potency means the concentration at half of the fitted maximal effect; on the % scale 0 is the no-effect control and ±100 the full control effect; nearly all actives have a fitted effect of over 55% in size
Tb PFK block – inhibitors of T. brucei phosphofructokinase | T. brucei PFK, ADP-Glo luminescence | O15648 | Potency, µM (top dose mostly 57.5 µM), for the others: top-dose activity, negative = inhibition, actives largely listed as inhibitors | 330,000 compounds, 0.17% hits;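 further: potency means the concentration at half of the fitted maximal effect; 0% = uninhibited 1x PFK enzyme wells and -100% = no-enzyme wells; nearly all actives have a fitted effect of over 60% in size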
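PFK 1.25 nM, F6P 0.5 mM, ATP 0.1 mM, 0.1 M TEA pH 8.0, 5 mM MgCl2, 0.01% Tween20, 0.1% BSA; 45 min RT. ADP-Glo readout. qHTS titration up to 57 uM; curves fitted, compounds curve-classed.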
FLuc modulator – firefly luciferase modulation, counter-screen for miR-21 project. P08659. 360,000 compounds, 6.9% hits. purified FLuc, Km substrates, luminescence inhibition. Potency, µM (series often up to 57.5 µM), inactives show at the highest dose activity change, negative = inhibition, usual class: inhibitors;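 further: potency means the concentration at half of the fitted maximal effect; plate controls were vehicle for no effect and reference inhibitor for full effect; nearly all actives have a fitted effect of over 55% in size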
Target sequence (P08659 whole entry, looked up): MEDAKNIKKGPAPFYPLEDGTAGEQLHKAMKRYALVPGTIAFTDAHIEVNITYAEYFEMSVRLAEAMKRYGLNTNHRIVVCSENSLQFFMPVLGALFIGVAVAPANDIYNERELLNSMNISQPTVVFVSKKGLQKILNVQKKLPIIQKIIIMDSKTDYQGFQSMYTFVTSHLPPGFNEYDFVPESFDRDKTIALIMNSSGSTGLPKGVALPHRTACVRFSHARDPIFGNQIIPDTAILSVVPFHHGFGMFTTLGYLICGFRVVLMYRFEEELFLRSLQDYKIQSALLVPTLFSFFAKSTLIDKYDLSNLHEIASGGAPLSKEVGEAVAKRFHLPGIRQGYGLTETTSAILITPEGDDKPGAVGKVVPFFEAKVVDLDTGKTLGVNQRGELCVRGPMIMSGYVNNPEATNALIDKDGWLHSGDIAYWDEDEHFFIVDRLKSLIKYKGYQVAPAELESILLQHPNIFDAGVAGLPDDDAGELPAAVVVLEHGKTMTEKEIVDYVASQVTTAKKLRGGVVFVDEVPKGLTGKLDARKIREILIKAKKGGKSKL
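Biochemical qHTS of compounds, final roughly 60 µM downward over six points, against 10 nM purified firefly luciferase using Km concentrations of substrates (10 uM D-luciferin, 10 uM ATP) in Tris acetate pH 7.5 buffer; luminescence output.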
Gal4-VP16 FLuc – counter-screen for ROR gamma inhibitors: Gal4-VP16 reporter; Drosophila S2 Gal4-VP16 UAS-luciferase, luminescence, 20 h; Potency, µM (highest dose often 53.6 µM), for the others: at the top dose activity, negative = inhibition, most hits filed as inhibitors; 310,000 compounds, 3.5% hits;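 further: Gal4-VP16 expression switched on by copper sulfate through the metallothionein promoter; potency means the concentration at half of the fitted maximal effect; on the % scale 0 is the no-effect control and ±100 the full control effect; nearly all actives have a fitted effect of over 50% in size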
Giardia kill – kills Giardia lamblia; Giardia lamblia trophozoite viability; activity change, % at 7.66 µM, hits read low; 340,000 compounds, 0.15% hits; AID 540267; in the data active means activity change below about -80%; inconclusive means between about -30% and that limit;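 further: parasites exposed to compound for two days anaerobically before the ATP read; on the % scale 0 is the no-effect control and ±100 the full control effect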
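Each well holds 100 Giardia trophozoites and compound. After two days (48 hrs) at 37 deg C in anaerobic conditions, ATP is quantified by luminescence.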
Rab9 prom act – Rab9 promoter activation | Huh7 Rab9 promoter-luciferase reporter, luminescence, 24 h | Potency, µM (top dose mostly 9.22 µM), inactives show at the highest dose activation, negative = inhibition, usual class: activators | 320,000 compounds, 2.8% hits | AID 485297; further: potency means the concentration at half of the fitted maximal effect; % of control where 0% means no effect; nearly all actives have a fitted effect of over 60% in size
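Steps: seed 1500 Huh7 Rab9-luc cells per well, rest 2 h at 37 °C; add compound in DMSO; incubate 24 h; add luciferase reagent, 10 min ambient; read luminescence.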
ELG1 genotox – inducers of genotoxicity in HEK293T ELG1-luciferase cells | AID 504466 | HEK293T ELG1-luciferase reporter, luminescence, 16 h | Potency, µM (highest dose often 46 µM), for the others: at the highest dose activity change, positive = activation, most hits filed as activators | 330,000 compounds, 1.3% hits; further: potency means the concentration at half of the fitted maximal effect; % of control where 0% means no effect; nearly all actives have a fitted effect of over 60% in size
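HEK293T cells expressing luciferase-tagged ELG1 were treated with compound or DMSO for 16 hr at 37°C. Luciferase activity was then read after 30 min with ONE-Glo at room temperature; rising signal flags genetic stress.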
KCNH2 3.1 inh – KCNH2 3.1 (human) potassium channel inhibition; U2OS KCNH2 3.1, thallium flux FluxOr; active compounds read low; activity change, % (tested at about 1.8 µM); 340,000 compounds, 0.95% hits; AID 720553;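 active means maximum activity change below -70%; inconclusive means maximum activity change from -70% to -50%; inactive means maximum activity change above -50%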;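 further: thallium influx rate constant from kinetic fluorescence after stimulation buffer; on the % scale 0 is the no-effect control and ±100 the full control effect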
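Channel expression came from 3.1 mutant virus (1.77 x 10^8 /mL) applied to suspended U2OS cells for 4 h. Flux was tracked with FluxOr dye plus Red40 quencher, and kinetic rate constants normalized to controls.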
Numbers without * were called inactive; ? = inconclusive; . = not tested or not shown; [ ] = another dose, or the depositor's remark. Unless noted, the call rests on the fitted dose curve; in most records, active means well fitted curve in the direction sought with a large enough effect; inconclusive means small, poorly fitted or top-dose-only effect, or another doubt; inactive means no such curve, though single readings can be large; an effect the other way counts as inactive or inconclusive.

Every second line gives: FBPA coupling cs	NPC1 prom act	RORgamma inh	uPA surface inh	Tb PFK block	FLuc modulator	Gal4-VP16 FLuc	Giardia kill	Rab9 prom act	ELG1 genotox	KCNH2 3.1 inh
- COCCn1c(C)cc(C(=O)CSc2nc3ccccc3c(=O)[nH]2)c1C
  2	1.8µM*	111%	-5%	-3%	5.4µM*	-13%	-5	1.6µM*	?	7
- O=C1/C(=C/c2ccc(Br)cc2)Oc2cc(O)ccc21
  -1	23%	?	0%	2%	3.8µM*	?	-13	?	4%	-4
- Cc1ccccc1Oc1ncnc2sccc12
  2	1%	16%	-3%	-1%	4%	12%	-29	-12%	1%	28
- CC(=O)Nc1ccc(SCC(=O)OCC(=O)NC(=O)NC2CCCC2)cc1
  1	0%	12%	1%	-4%	-5%	-6%	-5	1%	0%	-8
- O=C(OCCOc1ccc(Br)cc1)c1cnccn1
  5	-2%	-5%	8%	-9%	2%	9%	8	0%	0%	-1
- COc1ccccc1NC(=O)CC1COc2ccccc2O1 (centres undefined)
  .	-3%	7%	1%	0%	2%	-3%	1	-4%	4%	-18
- CCc1cccc(Nc2cc(C)nc3ncnn23)c1
  3	-4%	-25%	-1%	-5%	2%	28%	-1	2%	2%	5
- COc1cc(-c2csc(N3CCOCC3)n2)cc(OC)c1OC
  -17	1%	-2%	-3%	2%	-10%	1%	-12	-1%	6%	-1
- Cc1cc(C)c2c(n1)SCC(=O)N2CC(=O)Nc1ccc(F)cc1
  -1	-4%	3%	5%	-2%	0%	-10%	-24	1%	-1%	-4
- Cc1[nH]c(=O)[nH]c(=O)c1S(=O)(=O)N1CCCC(C(=O)N2CCN(c3ccccc3Cl)CC2)C1 (centres undefined)
  -3	2%	-12%	4%	0%	4%	-4%	-1	1%	4%	-15
- COc1ccc(N2CCN(C(c3cccs3)C(C)NC(=O)C(=O)N3CCCC3)CC2)cc1 (centres undefined)
  0	-1%	7%	3%	2%	1%	2%	6	-4%	-8%	6
- N=c1sccn1CC(=O)Nc1ccccc1Sc1ccccc1
  1	-3%	6%	2%	0%	-2%	4%	34[activator]	-8%	-3%	-28
- CCc1nnc(NS(=O)(=O)c2ccc(NC(=O)COc3ccc(Cl)c(C)c3)cc2)s1
  6	-1%	45%	1%	5.4µM*	?	-2%	5	-3%	10%	12
- CCCCOc1ccc(C(=O)Nc2ccc(CN3CCOCC3)cc2)cc1
  -1	-10%	?	-19%	-5%	?	-6%	15	-24%	-1%	-3
- Cc1cc(=O)oc2cc(OCC(=O)N3CCCC(C)C3)ccc12 (centres undefined)
  -2	24%	12%	-3%	0%	-1%	1%	-1	16%	-4%	3
- CC(C)C[C@H](N)c1cn([C@@H](Cc2ccc(O)cc2)C(=O)N2CCNCC2)nn1
  -1	-3%	-28%	5%	0%	0%	8%	-28	-1%	9%	16
- O=C(CCCNS(=O)(=O)c1ccc(Br)cc1)N1CC[C@@]2(O)CCCC[C@H]2C1
  2	0%	15%	4%	1%	-1%	0%	-4	-6%	-4%	-10
- CSCC[C@H](NC(=O)OC(C)(C)C)c1nnc(SCC(=O)N(C)C)o1
  0	18%	?	1%	0%	4%	2%	19	1%	-2%	-16
- C=CCOc1ccc(C2NC(=S)NC(c3ccccc3)=C2C(C)=O)cc1OC (centres undefined)
  3	-1%	14µM*	4%	2%	-2%	-4%	-8	-1%	1%	-19
- COCCNC(=O)c1ccc2c(c1)S(=O)(=O)c1cc(Cl)ccc1C2=O
  .	-3%	.	5%	2%	0%	.	-4	2%	3%	.
- Cc1onc(-c2ccccc2)c1C(=O)N1CCN(C/C=C/c2ccccc2)CC1
  5	-3%	-21%	-10%	3%	-5%	6%	-13	0%	-3%	-3
- Cc1nc2c(ccc3c2ccc2nc(C)sc23)s1
  0	?	-9%	2%	-2%	?	-20%	-19	?	?	2
- CCc1noc(C)c1C(=O)N1CCN(S(=O)(=O)c2c(C)cc(C)cc2C)CC1
  .	-2%	.	7%	-4%	3%	.	15	-8%	-1%	16
- C=CCOc1ccc(Br)cc1/C=C1\NC(=S)N(C(C)=O)C1=O
  3	0%	-6%[1.91 µM]	-5%	4%	-1%	1%	3	-2%	1%	-11
- COC(=O)c1ccc(CNC(=O)c2ccc(S(=O)(=O)N3CCCC(C)C3)cc2)cc1 (centres undefined)
  .	-3%	.	-1%	4%	-1%	.	7	-5%	11%	9
- COC(=O)C1C2C=CC3(CN(C(C)C)C(=O)C13)O2 (centres undefined)
  2	-1%	-1%	0%	4%	1%	-7%	1	14%	3%	3
- COc1ccccc1N1CCN(C(=O)C(C)N(c2ccc(C)cc2)S(C)(=O)=O)CC1 (centres undefined)
  1	-1%	-44%	-6%	4%	5%	6%	-2	-1%	-3%	-23
- COCCN(Cc1cc2ccc(C)cc2n2nnnc12)Cc1nnnn1C(C)(C)C
  1	-1%	?	0%	-1%	-2%	0%	0	-5%	0%	-11
- CC(=O)N1CCN(c2ccc(NC(=O)c3ccccc3Cl)cc2)CC1
  2	1%	6%	-4%	2%	-4%	3%	-4	2%	1%	16
- CCc1ccc(CN2CCN(c3ncccn3)CC2)cc1
  -1	5%	15%	-6%	-1%	-1%	5%	-15	0%	0%	-12
- O=C(NNS(=O)(=O)c1ccccc1F)c1cccc(S(=O)(=O)N2CCOCC2)c1
  -1	-2%	-2%[10 µM]	16%	-5%	2%	5%	-14	4%	2%	-3
- Cc1ccccc1Cn1c2ccccc2c2cnn(CC(=O)N3CCN(c4ccccc4)CC3)c(=O)c21
  -2	-1%	?	-6%	4%	1%	1%	5	-2%	-2%	7
- CCOC(=O)c1c(C)sc2c1N(C(=O)CN(CC)CC)c1ccccc1S2
  -1	-3%	-12%	0%	1%	0%	-5%	3	-1%	-3%	-13
- COc1ccc(-n2c(=O)c3ccccc3n(CC(=O)Nc3cccc(OC)c3)c2=O)cc1
  1	-5%	-1%	4%	1%	0%	-6%	39[activator]	0%	4%	7
- COc1cccc(/C=N/NC(=O)CCn2cnc3ccccc32)c1
  2	0%	-29%	0%	0%	-11%	-11%	7	2%	-1%	-1
- COC(=O)c1ccccc1NC(=O)CSc1ccccn1
  -6	2%	-11%	-2%	1%	-2%	3%	6	9%	3%	-7
- COc1ccc(OC)c(NC(=O)CSc2nc(O)cc(=O)n2CC(C)C)c1
  .	.	.	-4%	3%	.	.	13	.	-1%	24

NPC1 prom act, entries above that show a hit.
Structure,NPC1 prom act,uPA surface inh,Tb PFK block
COCCn1c(C)cc(C(=O)CSc2nc3ccccc3c(=O)[nH]2)c1C,1.8µM*,-5%,-3%

Shown as labelled records: part of the list above
> Cc1nc2c(ccc3c2ccc2nc(C)sc23)s1
  FBPA coupling cs: 0
  NPC1 prom act: ?
  RORgamma inh: -9%
  uPA surface inh: 2%
  Tb PFK block: -2%
  FLuc modulator: ?
  Gal4-VP16 FLuc: -20%
  Giardia kill: -19
  Rab9 prom act: ?
  ELG1 genotox: ?
  KCNH2 3.1 inh: 2

> CCc1noc(C)c1C(=O)N1CCN(S(=O)(=O)c2c(C)cc(C)cc2C)CC1
  FBPA coupling cs: .
  NPC1 prom act: -2%
  RORgamma inh: .
  uPA surface inh: 7%
  Tb PFK block: -4%
  FLuc modulator: 3%
  Gal4-VP16 FLuc: .
  Giardia kill: 15
  Rab9 prom act: -8%
  ELG1 genotox: -1%
  KCNH2 3.1 inh: 16

> C=CCOc1ccc(Br)cc1/C=C1\NC(=S)N(C(C)=O)C1=O
  FBPA coupling cs: 3
  NPC1 prom act: 0%
  RORgamma inh: -6%[1.91 µM]
  uPA surface inh: -5%
  Tb PFK block: 4%
  FLuc modulator: -1%
  Gal4-VP16 FLuc: 1%
  Giardia kill: 3
  Rab9 prom act: -2%
  ELG1 genotox: 1%
  KCNH2 3.1 inh: -11

> COC(=O)c1ccc(CNC(=O)c2ccc(S(=O)(=O)N3CCCC(C)C3)cc2)cc1 (centres undefined)
  FBPA coupling cs: .
  NPC1 prom act: -3%
  RORgamma inh: .
  uPA surface inh: -1%
  Tb PFK block: 4%
  FLuc modulator: -1%
  Gal4-VP16 FLuc: .
  Giardia kill: 7
  Rab9 prom act: -5%
  ELG1 genotox: 11%
  KCNH2 3.1 inh: 9

Screening data from PubChem BioAssay.
